# ARFGAP1 inhibitor = inhibits rat ARF GTPase activating protein 1 | inhibition, % at 16.5 µM | 0.26% of 360,000 active | Arfgap1-stimulated ARF1 GTP hydrolysis, GDP FP detection | AID 651572;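 active = inhibition above a per-plate limit, mean inhibition of low control wells plus 3 SD, cut at about 25% in these data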;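 note: 0% = DMSO wells with enzyme and 100% = wells lacking Arfgap1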
# Target sequence (Q62848 1-136 limits assumed): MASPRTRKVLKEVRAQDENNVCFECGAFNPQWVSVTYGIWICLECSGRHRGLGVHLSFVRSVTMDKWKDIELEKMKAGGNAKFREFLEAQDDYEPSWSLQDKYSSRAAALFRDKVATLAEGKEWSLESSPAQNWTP
#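 Material: rat Arfgap1 catalytic domain, aa 1-136; also added: human ARF1(Δ1-17)-GTP substrate; compound dosing: one concentration, 16.5 µM, DMSO 1.26%; incubation: GTP hydrolysis reaction 2 h at 25 °C; measured by: Tracer-displacement fluorescence polarization with EDTA stop, 620/688 nm; evaluation: % inhibition from polarization; repeats: one replicate per compound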
# DDE Tn7 FP inh = inhibitors of Tn7 peptide binding to human fibrin DD(E); P02675; FP displacement of FITC-Tn7 peptide from fibrin DD(E); 0% = median of compound wells per plate; inhibition, % at 8.3 µM; 0.13% of 370,000 active;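 active = inhibition above the mean of compounds falling within the control limits plus 3 SD of them, cut at about 14% in these data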;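 note: 0% = plate median of compound wells and 100% = 10 µM Aha-Tn7 peptide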
# Target sequence (P02675 whole entry, looked up): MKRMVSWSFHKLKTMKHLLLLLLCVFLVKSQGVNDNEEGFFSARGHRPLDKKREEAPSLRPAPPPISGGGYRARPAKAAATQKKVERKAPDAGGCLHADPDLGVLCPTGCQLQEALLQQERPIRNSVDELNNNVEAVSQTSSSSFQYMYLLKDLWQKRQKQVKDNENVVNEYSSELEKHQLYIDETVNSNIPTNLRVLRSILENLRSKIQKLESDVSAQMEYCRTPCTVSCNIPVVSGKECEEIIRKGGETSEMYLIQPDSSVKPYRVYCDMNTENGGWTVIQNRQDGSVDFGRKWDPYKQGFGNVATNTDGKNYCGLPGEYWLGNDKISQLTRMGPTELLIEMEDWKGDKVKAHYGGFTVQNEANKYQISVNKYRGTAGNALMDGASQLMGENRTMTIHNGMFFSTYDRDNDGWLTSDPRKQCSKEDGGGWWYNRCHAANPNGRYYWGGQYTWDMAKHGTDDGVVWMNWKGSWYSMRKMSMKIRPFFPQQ
#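 assay system = human clot-derived fibrin DD(E) complex | quantity = Fibrin-DD(E) at 2 µM final | timing = 10 min preincubation, 3 h with tracer, room temperature | signal = fluorescence polarization | measure = percent inhibition | benchmarks = high control wells with 10 µM unlabelled Aha-Tn7 peptide (full inhibition) | replicates = singlicate testing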
# PLC-gamma1 inh = blocks human PLC-gamma1 enzyme activity; 0.84% of 370,000 active; P19174; inhibition, % at 12.2 µM; purified PLC-gamma1, fluorogenic substrate, fluorescence; in the data active = inhibition above about 9.5%
# DDE Tn6 FP inh = DD(E)-Tn6 binding inhibition, primary FP screen; 0.21% of 370,000 active; Fibrin DD(E) TRITC-Tn6 fluorescence polarization displacement; inhibition, % at 8.3 µM;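 active = inhibition above a per-campaign cutoff: mean of compounds within control limits plus 3 SD, cut at about 15% in these data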;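 note: 0% = median of all compound wells on the plate and 100% = blocking peptide control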
# ASAP1 inh = ASAP1 ArfGAP inhibition; inhibition, % at 16.5 µM; ASAP1-stimulated ARF1 GTP hydrolysis, GDP FP detection; 0.19% of 360,000 active; in the data active = inhibition above about 25%;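 note: 0% = vehicle with enzyme and substrate and 100% = no enzyme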
# HGIII-sPLA2 inh = Blocks human group III sPLA2 activity. QFRET BODIPY PC-A2 liposome hydrolysis, fluorescence. AID 743126. 0.56% of 370,000 active. Q9NZ20. inhibition, % at 12.2 µM;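 active = inhibition above mean plus 3 SD of compounds lying within the high and low control bounds, cut at about 19% in these data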;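 note: 0% = median of test compound wells and 100% = no enzyme DMSO wells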
# NR1D1 modulator = modulators of human Rev-erb alpha DNA binding; P20393; Rev-erbα–FITC-DNA binding, fluorescence polarization, 90 min; activity, % at 10 µM; 0.79% of 370,000 active; AID 1259318;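 active = activity above about 14%, limit read from the data; passing the limit was not always enough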;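 note: 0% = DMSO wells with 35 nM protein and 100% = DMSO wells with 750 nM protein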
# PLC-beta3 inh = blocks human PLC-beta3 enzyme activity; Q01970; Purified PLC-beta3, fluorogenic substrate, fluorescence; inhibition, % at 12.2 µM; 0.18% of 370,000 active; AID 720704; in the data active = inhibition above about 11%;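 note: 0% = median of compound wells on plate and 100% = full blocker control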
# proKLK7 act = proKLK7 (human) activation, primary screen. activation, % at 7 µM. AID 652039. 0.9% of 370,000 active. purified proKLK7, EDANS-DABCYL substrate fluorescence; 100% is mature enzyme control, 0% vehicle. P49862;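 active = activation above the mean of all tested compounds plus 3 SD, computed per campaign excluding outliers beyond control limits, cut at about 13% in these data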
# Target sequence (P49862 whole entry, looked up): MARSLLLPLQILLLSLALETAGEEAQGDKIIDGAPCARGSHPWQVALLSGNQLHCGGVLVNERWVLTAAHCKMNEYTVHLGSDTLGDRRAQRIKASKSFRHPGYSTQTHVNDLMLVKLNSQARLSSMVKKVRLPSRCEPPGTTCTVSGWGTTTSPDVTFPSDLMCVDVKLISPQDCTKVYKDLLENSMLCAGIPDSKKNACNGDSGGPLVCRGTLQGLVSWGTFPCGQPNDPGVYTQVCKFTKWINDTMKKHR
# UHRF1 binding = human UHRF1 methylated DNA binding inhibitors; inhibition, % at 4.4 µM; AID 687016; 0.75% of 370,000 active; UHRF1 binding to methylated oligo, TR-FRET; Q96T88; in the data active = inhibition above about 21%;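 note: UHRF1 SRA domain binding a hemimethylated CpG hairpin DNA probe; 0% = median of test compound wells and 100% = reference inhibitor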
# An asterisk follows results filed as active; · = not tested or not shown.
SMILES,ARFGAP1 inhibitor,DDE Tn7 FP inh,PLC-gamma1 inh,DDE Tn6 FP inh,ASAP1 inh,HGIII-sPLA2 inh,NR1D1 modulator,PLC-beta3 inh,proKLK7 act,UHRF1 binding
CCC(C(=O)NC1CCCC1)N(C(=O)Cn1nnc(-c2ccc(C)o2)n1)C(C)(C)C (configuration not stated),0,-6,-2,-4,5,-4,-1,3,0.1,-3
Cn1c(=O)c(N=O)c(N)n(Cc2ccccc2)c1=S,-4,-2,2,3,5,-2,2,5,0.4,-6
CC(C)(C)C(=O)N1c2ccccc2CCc2ccccc21,10,1,-3,-1,5,-1,2,-4,0.5,-2
Cc1ccc(-c2nc3c4ccccc4ccn3c2Cc2ccccc2C(F)(F)F)cc1,15,7,-12,0,0,-6,-2,-43,-2.1,17
COc1ccc(-c2cc(C(=O)N(C)CC(=O)Nc3ccccc3C(F)(F)F)c3ccccc3n2)cc1OC,1,3,-220,-3,-5,-7,-3,-279,14*,-2
S=C(Nc1cccc(Cl)c1)N1CCOCC1,5,-3,3,-4,-3,4,0,1,-0.1,0
CC1(C)Oc2ccc(NC(=O)C3COc4ccccc4O3)cc2O1 (configuration not stated),9,2,-6,3,-5,2,0,-4,1.0,0
COc1ccc(-c2noc(CN(C)C(=O)CCN3C(=O)[C@H]4CC=CC[C@H]4C3=O)n2)cc1,0,9,-2,1,8,-3,-2,-7,0.0,-3
O=C(NNC(=O)C(c1ccccc1)c1ccccc1)c1ccccc1O,-8,10,-17,-2,-24,12,-10,-23,-3.1,-1
CCOC(=O)[C@@H]1[C@H]2COc3ccc(Br)cc3[C@@H]2N2C(=O)N(c3ccccc3)C(=O)[C@@]12C,2,1,-1,-2,-4,-8,-6,0,0.7,2
Nc1c(C(=O)Nc2ccc3c(c2)OCCO3)nnn1Cc1ccc(Cl)cc1,8,2,-7,-4,12,-5,-5,-6,1.7,-2
CN(CC(=O)NCc1ccncc1)S(=O)(=O)c1ccc(Cl)cc1,5,2,1,-2,-7,-1,·,-6,0.4,1
Oc1ccccc1C=NC(c1ccccc1)C(O)c1ccccc1 (configuration not stated),8,-3,3,6,-7,5,-2,-1,-0.8,-4
CCOc1cc(NC(=S)NC)c(OCC)cc1NC(=O)c1ccc(OC)cc1,5,8,-13,-2,6,5,-6,-7,0.2,2
Cn1c(N)c(C(=O)COC(=O)CNC(=O)c2ccccc2)c(=O)n(C)c1=O,7,-3,1,1,-6,-5,1,0,0.1,-2
C/C(=N/NC(=O)c1ccco1)c1ccc(NC(=O)c2ccc(F)cc2)cc1,3,0,-3,-2,11,23*,-3,-5,-0.6,7
COc1ccc(C2(CNC(=O)C(c3ccccc3)c3ccccc3)CCOCC2)cc1OC,2,4,-1,-2,-14,0,-3,-2,0.8,-2
COc1ccc(/C=N\NC(=O)c2ccccc2)cc1COc1ccc(F)cc1,2,2,-7,-3,13,5,4,-12,0.7,1
COc1cc(OC)c(C(=O)Nc2cccc(C(C)=O)c2)cc1OC,0,-5,0,3,6,3,2,2,-0.4,-1
COc1cccc(-c2nc3nc(C)cc(C)n3c2Nc2ccc3c(c2)OCCO3)c1,-1,7,-33,1,2,-2,-3,-48,-1.2,-1
CCOc1ccc(NC(=S)N2CCN(S(=O)(=O)c3ccccc3)CC2)cc1,-3,10,-2,-1,-7,3,2,-6,0.1,1
Cc1ccc(S(=O)(=O)/N=C(\c2ccccc2)N(C)S(=O)(=O)c2ccc(C)cc2)cc1,-1,-6,3,-7,-8,-8,10,5,-0.4,-1
O=C(Nc1ccn(Cc2ccccc2)n1)c1ccc2c(c1)OCO2,2,0,1,1,-13,6,0,-4,-0.2,5
O=C(NCCCCNC(=O)c1cccnc1)c1cccnc1,8,5,-2,5,7,1,-2,1,-0.3,-2
CC(C)(C(=O)N1CCC1(C)C(=O)NS(=O)(=O)c1cccc(Cl)c1)c1ccccc1 (configuration not stated),8,0,-2,1,0,-2,5,1,-0.5,-1

# Part of the list above, field by field:
CCOc1ccc(NC(=S)N2CCN(S(=O)(=O)c3ccccc3)CC2)cc1
  ARFGAP1 inhibitor = -3
  DDE Tn7 FP inh = 10
  PLC-gamma1 inh = -2
  DDE Tn6 FP inh = -1
  ASAP1 inh = -7
  HGIII-sPLA2 inh = 3
  NR1D1 modulator = 2
  PLC-beta3 inh = -6
  proKLK7 act = 0.1
  UHRF1 binding = 1
COc1cc(OC)c(C(=O)Nc2cccc(C(C)=O)c2)cc1OC
  ARFGAP1 inhibitor = 0
  DDE Tn7 FP inh = -5
  PLC-gamma1 inh = 0
  DDE Tn6 FP inh = 3
  ASAP1 inh = 6
  HGIII-sPLA2 inh = 3
  NR1D1 modulator = 2
  PLC-beta3 inh = 2
  proKLK7 act = -0.4
  UHRF1 binding = -1

# Following part
SMILES,ARFGAP1 inhibitor,DDE Tn7 FP inh,PLC-gamma1 inh,DDE Tn6 FP inh,ASAP1 inh,HGIII-sPLA2 inh,NR1D1 modulator,PLC-beta3 inh,proKLK7 act,UHRF1 binding
Cc1ccccc1OCC(=O)Nc1ccc2c(c1)COC2=O,2,-6,5,1,-19,4,0,2,-0.1,-2
O=C(c1cccs1)N1CCN(Cc2ccccc2)CC1,-9,7,-4,5,3,11,0,-1,0.1,-1
Cc1cccc(C)c1NC(=O)COn1nnc2ccc(C(F)(F)F)cc21,-2,3,-2,2,-8,-3,4,-2,0.2,1
O=C(CCCOc1ccc(Cl)cc1)Nc1nncs1,-7,-1,1,4,9,-2,-2,6,0.1,0
CN(C(=O)C1CCC1C(=O)O)c1nc(-c2ccc(Cl)s2)cs1 (configuration not stated),-19,9,-3,7,-4,-10,0,-9,-0.4,-2
COc1ccccc1N1CCN(S(=O)(=O)CCNC(=O)C2CCCC2)CC1,7,0,1,0,8,0,-2,-10,-0.5,-2
COc1ccc(C)cc1NC(=O)CN(C)S(=O)(=O)c1cnc[nH]1,7,4,-1,-7,-11,-2,3,-2,0.3,-2
O=C(Nc1ccno1)Nc1ccc(Cl)cc1Cl,-5,4,-1,-7,-5,1,-3,-13,0.1,0
O=C(NCCS(=O)(=O)NC1CCCC1)c1ccc(F)cc1,8,4,2,-10,-4,5,3,-7,0.4,0
C/C=C(\C)CN1CCN(c2cccc(C)c2C)CC1,-5,-3,1,-8,-1,10,-1,0,-0.1,2
COc1ccc(NC(=S)N2CCN(CCN=CC3=C(O)CC(c4ccccc4)CC3=O)CC2)cc1 (configuration not stated),2,5,-5,7,-2,6,-1,1,-0.2,-2
O=C(Cc1cc(=O)[nH][nH]1)N/N=C/c1cccc2ccccc12,8,5,-5,-5,4,-14,-1,-2,-1.6,-5
O=C(CSc1ccc(-c2cccs2)nn1)N1CCCCCC1,11,-8,7,1,-7,3,0,2,-0.3,-1
O=C(c1ccco1)c1nnn(Cc2ccccc2)c1-c1ccccc1,1,-1,0,-2,-3,-14,7,0,0.6,-3
C=CCn1cnc2c(nnn2-c2ccc(Cl)cc2)c1=O,-4,-2,-1,-4,7,0,-1,0,-0.4,-1
COc1ccc(CCNC(=O)C(=O)Nc2ccc3nc4n(c(=O)c3c2)CCCCC4)cc1OC,3,-1,0,6,8,0,-3,-8,0.8,1
Cc1ccc(NC(=O)CSc2nc(N)cc(=O)[nH]2)cc1Cl,-13,7,3,0,-4,1,-3,-6,0.2,-1
Cc1c(C=Nc2ccc(S(=O)(=O)N(C)C)cc2)c(O)[nH]c(=O)c1C#N,4,7,-12,1,-8,4,2,-17,1.2,-6
Cc1ccc(C)c2[nH]c(=O)c(CCNC(=O)c3ccco3)cc12,3,-3,-2,1,-11,-1,3,-3,0.4,-2
O=C(CN(C(=O)CNC(=O)c1ccco1)c1ccc(F)cc1)NC1CCCCC1,9,-3,-2,-4,1,-1,-2,-7,-0.6,2
COc1cc(OC)cc(-c2cc(N)n(S(=O)(=O)Cc3ccccc3)n2)c1,0,1,3,0,16,1,-4,1,0.3,0
CC(=O)N1c2ccc(S(=O)(=O)N(C)Cc3ccccc3)cc2CC1C (configuration not stated),1,-4,6,6,6,-2,-4,-5,0.8,0
Fc1ccc(CN2CCC(Cc3ccccc3)CC2)cc1F,-5,6,3,3,6,5,-2,-3,-0.3,0
CC(=O)Nc1ccc(S(=O)(=O)NCc2nnnn2-c2ccc(Cl)cc2)cc1,5,-2,4,-3,9,2,-3,-5,0.3,0
Cc1ccc(C(=O)C2=C(O)C(=O)N(Cc3cccnc3)C2c2ccc(Cl)cc2)o1 (configuration not stated),-7,2,-2,-8,3,-8,-1,-15,0.2,-10
C/C(=N/NC(=O)CSc1nc2ccccc2n1C)c1ccco1,-1,0,1,1,-14,-7,10,-7,0.3,83*
CSc1ccc(Cl)c(C(=O)N(C)CC(=O)Nc2ccc(N3CCOCC3)cc2)c1,-6,-6,-2,3,6,2,-8,-9,0.0,0

# Reformatted with values under each structure: entries from further up.
# The line under a structure holds: ARFGAP1 inhibitor | DDE Tn7 FP inh | PLC-gamma1 inh | DDE Tn6 FP inh | ASAP1 inh | HGIII-sPLA2 inh | NR1D1 modulator | PLC-beta3 inh | proKLK7 act | UHRF1 binding
> Cc1ccccc1OCC(=O)Nc1ccc2c(c1)COC2=O
  2 | -6 | 5 | 1 | -19 | 4 | 0 | 2 | -0.1 | -2
> O=C(c1cccs1)N1CCN(Cc2ccccc2)CC1
  -9 | 7 | -4 | 5 | 3 | 11 | 0 | -1 | 0.1 | -1
> Cc1cccc(C)c1NC(=O)COn1nnc2ccc(C(F)(F)F)cc21
  -2 | 3 | -2 | 2 | -8 | -3 | 4 | -2 | 0.2 | 1
> O=C(CCCOc1ccc(Cl)cc1)Nc1nncs1
  -7 | -1 | 1 | 4 | 9 | -2 | -2 | 6 | 0.1 | 0
> CN(C(=O)C1CCC1C(=O)O)c1nc(-c2ccc(Cl)s2)cs1 (configuration not stated)
  -19 | 9 | -3 | 7 | -4 | -10 | 0 | -9 | -0.4 | -2
> COc1ccccc1N1CCN(S(=O)(=O)CCNC(=O)C2CCCC2)CC1
  7 | 0 | 1 | 0 | 8 | 0 | -2 | -10 | -0.5 | -2
> COc1ccc(C)cc1NC(=O)CN(C)S(=O)(=O)c1cnc[nH]1
  7 | 4 | -1 | -7 | -11 | -2 | 3 | -2 | 0.3 | -2
> O=C(Nc1ccno1)Nc1ccc(Cl)cc1Cl
  -5 | 4 | -1 | -7 | -5 | 1 | -3 | -13 | 0.1 | 0
> O=C(NCCS(=O)(=O)NC1CCCC1)c1ccc(F)cc1
  8 | 4 | 2 | -10 | -4 | 5 | 3 | -7 | 0.4 | 0
> C/C=C(\C)CN1CCN(c2cccc(C)c2C)CC1
  -5 | -3 | 1 | -8 | -1 | 10 | -1 | 0 | -0.1 | 2
> COc1ccc(NC(=S)N2CCN(CCN=CC3=C(O)CC(c4ccccc4)CC3=O)CC2)cc1 (configuration not stated)
  2 | 5 | -5 | 7 | -2 | 6 | -1 | 1 | -0.2 | -2
